# Assay outcomes deposited in PubChem BioAssay by several laboratories.
# CHRM5 PAM = CHRM5 positive allosteric modulation | P08912 | CHO-K1 hM5, Fluo-8 calcium, ACh EC20 PAM; 0% = ACh EC20, 100% = ACh EC100 | activation, % at 3 µM | actives 0.3% (n = 360,000);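 active = activation above the run cutoff, the mean activation of all test compounds plus 3 SD, cut at about 18% in these data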
#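 Test system: CHO-K1 hM5 cells / Doses: single-point, 3 µM nominal / Times: Post-acetylcholine fluorescence recording 140 s / Technique: Fluo-8 calcium fluorescence / Measure: Max/basal fluorescence ratio as % of EC20–EC100 ACh window / Benchmarks: low control EC20 acetylcholine (0%), high control EC100 acetylcholine (100%) / Replicates: one well per compound, no replicates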
# CHRM4 PAM = potentiates acetylcholine response at human M4 receptor | P08173 | CHO-K1 hM4/Gqi5, Fluo-8 calcium fluorescence, ACh EC20; 0% = ACh EC20, 100% = maximal ACh | activation, % at 3 µM | actives 0.4% (n = 360,000);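 active = activation above its plate's cutoff, the mean activation of sample wells plus 3 SD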; note: some results filed as inactive read as strong as hits
# CRFBP-R2 block = blocks CRF-induced signaling of the CRF-BP/CRF-R2 complex; HEK293 CRF-R2/CRF-BP, CRF-induced calcium fluorescence; actives 0.59% (n = 350,000); inhibition, % at 11.8 µM;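 active = inhibition of the ligand-induced calcium signal above about 50% at the single tested concentration, limit read from the data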
# M5 antag = antagonists of human muscarinic M5 receptor (CHRM5). actives 0.59% (n = 360,000). P08912. inhibition, % at 3 µM. CHO-hM5 cells, Fluo-8 calcium fluorescence, ACh EC80;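 active = inhibition above a per-plate cutoff, the mean of that plate's test compounds plus 3 SD, cut at about 27% in these data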;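 note: 0% = acetylcholine EC80 with DMSO and 100% = DMSO without agonist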
# CHRM4 antagonist = antagonists of human muscarinic M4 receptor (CHRM4). P08173. actives 0.73% (n = 360,000). inhibition, % at 3 µM. CHO-hM4 cells, ACh EC80, Fluo-8 calcium fluorescence;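 active = inhibition above its plate's cutoff, the mean inhibition of sample wells plus 3 SD, cut at about 27% in these data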;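 note: 0% = acetylcholine EC80 with DMSO and 100% = DMSO without agonist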
# CRFBP-R2 agonist = CRF-BP/CRF-R2 complex agonism. actives 0.46% (n = 350,000). HEK293 CRF-R2/CRF-BP, calcium dye fluorescence (FLIPR); percent of saturating CRF peptide response. activation, % at 13.2 µM. AID 588473;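 active = activation of at least 50%, plus an integration ratio under a set limit after plate pattern correction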;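 note: plate controls were neutral control wells without compound for no effect and CRF at EC100 for full effect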
# CHRM5 agonist = CHRM5 agonism in calcium assay. CHO-K1 hM5 cells, Fluo-8 calcium fluorescence; 0% DMSO wells, 100% maximal acetylcholine response. activation, % at 3 µM. actives 0.19% (n = 360,000). P08912;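 active = activation above the run's mean over test compounds plus 3 SD, cut at about 23% in these data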;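 note: signal is peak over basal fluorescence ratio across the kinetic read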
# IDE cell inh = inhibits human insulin-degrading enzyme in HEK cells; P14735; FAbetaB cleavage, fluorescence polarization; inhibition, % at 5.59 µM; actives 0.41% (n = 320,000);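 active = percent inhibition above the average of all tested compounds plus 3 SD, set per screening campaign, cut at about 16% in these data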;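 note: IDE supplied by intact live HEK cells; FP after avidin binding of uncleaved biotin substrate so inhibition keeps polarization high; 0% = DMSO wells and 100% = 60 µM reference IDE inhibitor Ii1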
# Target sequence (P14735 whole entry, looked up): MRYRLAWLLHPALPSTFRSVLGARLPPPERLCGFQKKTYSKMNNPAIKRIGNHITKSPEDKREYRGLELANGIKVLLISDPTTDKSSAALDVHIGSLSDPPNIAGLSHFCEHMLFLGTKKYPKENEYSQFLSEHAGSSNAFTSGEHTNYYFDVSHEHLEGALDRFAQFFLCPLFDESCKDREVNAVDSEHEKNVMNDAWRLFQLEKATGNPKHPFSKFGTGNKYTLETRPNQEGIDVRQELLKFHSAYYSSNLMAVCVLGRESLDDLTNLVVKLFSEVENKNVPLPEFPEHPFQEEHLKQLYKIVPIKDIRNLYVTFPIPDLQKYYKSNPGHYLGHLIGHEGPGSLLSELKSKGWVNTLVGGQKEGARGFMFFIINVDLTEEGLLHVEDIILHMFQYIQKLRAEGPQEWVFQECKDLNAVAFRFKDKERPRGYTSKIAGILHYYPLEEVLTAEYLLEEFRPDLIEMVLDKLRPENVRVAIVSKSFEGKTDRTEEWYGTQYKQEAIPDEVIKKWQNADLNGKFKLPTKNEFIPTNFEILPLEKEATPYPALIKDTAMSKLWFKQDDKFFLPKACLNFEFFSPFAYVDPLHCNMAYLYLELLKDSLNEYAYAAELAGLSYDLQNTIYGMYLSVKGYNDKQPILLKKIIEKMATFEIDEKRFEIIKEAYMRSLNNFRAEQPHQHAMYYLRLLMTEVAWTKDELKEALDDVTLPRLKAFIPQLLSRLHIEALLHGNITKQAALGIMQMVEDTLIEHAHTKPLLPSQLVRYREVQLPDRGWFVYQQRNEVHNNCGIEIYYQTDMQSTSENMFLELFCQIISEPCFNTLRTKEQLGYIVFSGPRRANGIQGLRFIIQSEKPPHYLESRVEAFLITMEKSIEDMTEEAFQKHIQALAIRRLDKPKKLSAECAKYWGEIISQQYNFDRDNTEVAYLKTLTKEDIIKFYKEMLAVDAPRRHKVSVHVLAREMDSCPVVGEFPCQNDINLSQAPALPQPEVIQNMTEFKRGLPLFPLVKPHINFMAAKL
# M4 ag = agonists of human muscarinic M4 receptor (CHRM4). P08173. CHO-K1 hM4/Gqi5, Fluo-8 calcium fluorescence; vehicle 0%, full acetylcholine response 100%. activation, % at 3 µM. actives 0.14% (n = 360,000). AID 624127;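 active = activation above the run mean over all test wells plus 3 SD, cut at about 32% in these data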;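 note: peak over basal fluorescence ratio per well then scaled between controls; 0% = DMSO wells and 100% = acetylcholine at EC100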
# An asterisk follows results filed as active; x = not tested or not shown.
# The line under a structure holds: CHRM5 PAM	CHRM4 PAM	CRFBP-R2 block	M5 antag	CHRM4 antagonist	CRFBP-R2 agonist	CHRM5 agonist	IDE cell inh	M4 ag
O[C@H]1C[C@H](c2ccc(Cl)cc2)N(Cc2cccs2)C[C@@H]1n1cc(-c2ccc(F)cc2)nn1
→ 6	14	-6	-8	-10	2.5	3	x	1
CC1CC(C)CN(C(=O)COc2ccc([N+](=O)[O-])cc2Cl)C1 (stereo unspecified)
→ -2	-8	-11	4	7	2.5	0	-1	2
c1ccc2c(c1)CC1(CCCCC1)n1nnnc1-2
→ -3	5	8	-3	-2	3.9	2	8	4
C#CCNC(=O)C1=C[C@@H](c2ccc(C#C)cc2)[C@H](CCCO)[C@@H](OCC)O1
→ 7	1	12	2	0	3.2	9	0	1
O=C(Nc1cc(S(=O)(=O)N2CCOCC2)ccc1N1CCCC1)C1CC1
→ 2	-7	-15	10	9	1.0	-2	5	1
Cc1ccsc1/C=N/NC(=O)c1ccco1
→ -4	-4	-3	4	2	-1.1	-1	6	0
CCCCc1ccc(NS(=O)(=O)N(C)C)cc1
→ -2	4	12	-8	10	-0.3	-2	0	-2
Cc1ccsc1C(=O)N(C)CC(=O)N(CC(C)C)c1c(N)n(CC(C)C)c(=O)[nH]c1=O
→ 3	16	6	-2	-24	0.3	1	3	1
Cc1ccnc(NC(=O)CNC(=O)c2sc3ccccc3c2Cl)c1
→ 4	0	-23	-2	6	0.2	1	-2	3
O=C(c1ccc2c(=O)n(Cc3ccc(Cl)cc3)c(=S)[nH]c2c1)N1CCCC1
→ 2	1	-5	3	-1	-2.1	-4	3	0
CCOc1ccc(S(=O)(=O)N(CC(=O)Nc2cccnc2)c2ccc(F)cc2)cc1
→ -5	-3	2	2	-11	-3.0	0	-1	18
Cc1cc2nc(C(C)(C)C)cc(N)n2n1
→ 1	-9	-8	1	-2	-2.2	0	3	0
O=S(=O)(Nc1ccc(-c2nc3cccnc3s2)cc1)c1cccs1
→ 3	4	-5	2	2	-3.1	2	2	3
O=C(Cc1ccccc1F)Nc1ccc(SC(F)F)cc1
→ -10	9	18	9	4	1.3	-3	-5	1
O=C(Nc1nonc1NC(=O)c1cccs1)c1cccs1
→ -9	-15	-3	7	-12	8.8	4	6	7
Cc1cccc(N2CCN(C(=O)COc3cc4oc(=O)cc(C)c4cc3Cl)CC2)c1C
→ 3	5	-13	0	5	3.0	-1	-2	0
O=C(CSc1ccc(F)cc1)NNC(=O)c1ccccc1Br
→ 2	7	-9	7	-3	0.5	0	-1	0
CCOC(=O)CSc1ccc2nnc(-c3ccncc3)n2n1
→ -5	3	-13	1	-7	0.2	0	2	1
COC(=O)c1ccc(C(C(=O)NCc2ccccc2)N(Cc2cccs2)C(=O)c2cnccn2)cc1 (stereo unspecified)
→ -18	-19	9	24	26	0.4	2	2	15
CC(C)(C)C(=O)Oc1ccc2cc(-c3ccc4ccccc4n3)c(=O)oc2c1
→ -7	-4	-11	-1	-4	13	1	11	1

# Part of the list above, showing only CHRM4 PAM:
SMILES	CHRM4 PAM
Cc1ccnc(NC(=O)CNC(=O)c2sc3ccccc3c2Cl)c1	0
CC(C)(C)C(=O)Oc1ccc2cc(-c3ccc4ccccc4n3)c(=O)oc2c1	-4
CCOC(=O)CSc1ccc2nnc(-c3ccncc3)n2n1	3

# In the list so far, 7 have four or more nitrogen atoms.
# The line under a structure holds: CHRM5 PAM	CHRM4 PAM	CRFBP-R2 block	M5 antag	CHRM4 antagonist	CRFBP-R2 agonist	CHRM5 agonist	IDE cell inh	M4 ag
O[C@H]1C[C@H](c2ccc(Cl)cc2)N(Cc2cccs2)C[C@@H]1n1cc(-c2ccc(F)cc2)nn1
→ 6	14	-6	-8	-10	2.5	3	x	1
c1ccc2c(c1)CC1(CCCCC1)n1nnnc1-2
→ -3	5	8	-3	-2	3.9	2	8	4
Cc1ccsc1C(=O)N(C)CC(=O)N(CC(C)C)c1c(N)n(CC(C)C)c(=O)[nH]c1=O
→ 3	16	6	-2	-24	0.3	1	3	1
Cc1cc2nc(C(C)(C)C)cc(N)n2n1
→ 1	-9	-8	1	-2	-2.2	0	3	0
O=C(Nc1nonc1NC(=O)c1cccs1)c1cccs1
→ -9	-15	-3	7	-12	8.8	4	6	7
CCOC(=O)CSc1ccc2nnc(-c3ccncc3)n2n1
→ -5	3	-13	1	-7	0.2	0	2	1
COC(=O)c1ccc(C(C(=O)NCc2ccccc2)N(Cc2cccs2)C(=O)c2cnccn2)cc1 (stereo unspecified)
→ -18	-19	9	24	26	0.4	2	2	15

# (continued)
# The line under a structure holds: CHRM5 PAM	CHRM4 PAM	CRFBP-R2 block	M5 antag	CHRM4 antagonist	CRFBP-R2 agonist	CHRM5 agonist	IDE cell inh	M4 ag
COc1cccc(NC(=O)CCN2C(=O)C3CC=CCC3C2=O)c1 (stereo unspecified)
→ -3	1	-5	1	0	1.7	-3	1	1
COc1ccccc1CC(=O)Nc1cc(C)ccn1
→ 1	6	-11	-3	-21	-2.2	-2	x	0
COc1ccc(-c2ccc(=O)n(CC(=O)Nc3ccc4c(c3)OCCO4)n2)cc1
→ 1	2	17	-5	0	-3.6	-2	-4	3
CN(C)c1nc(N)c(C(=O)N=C(N)N)nc1Cl
→ 2	4	10	-4	-9	0.0	0	4	1
CCc1noc(C)c1C(=O)NCCc1ccc(Cl)cc1
→ 3	5	0	-1	2	-1.1	-5	5	1
COc1ccc(NC(=O)c2ccccc2Cl)cc1NC(=O)CN1CCOCC1
→ 12	15	-3	-6	8	-1.2	6	5	5
CC(C)OP(=O)(c1ccc(N(C)C)cc1)C(O)c1c(Cl)cccc1Cl (stereo unspecified)
→ -2	-7	-12	1	0	-1.9	-5	-2	1
CCCCN(C(=O)c1cnc2n(c1=O)CCS2)c1ccccc1
→ 0	-9	-9	-1	-8	-1.0	-3	-1	0
CCN(c1ccccc1)S(=O)(=O)c1ccc(C(=O)Nc2ccccc2OC)cc1
→ -7	-7	-3	2	-8	2.0	-3	1	4
CCOC(=O)c1cc(C(=O)OCC)cc(-n2c(C)cc(C(=O)CN3CCOCC3)c2C)c1
→ 7	4	14	-6	-5	0.6	-2	-2	-1
CCOC(=O)NC1Cc2ccccc2C1Sc1ccccn1 (stereo unspecified)
→ -3	-2	5	3	0	-4.3	-4	8	0
CC(C)N(C)CCOC(=O)C1COc2ccccc2O1 (stereo unspecified)
→ 2	3	14	-1	-6	7.2	4	4	0
Cc1nn(C)c(C)c1C1C(C#N)=C(N)Oc2n[nH]c(C)c21 (stereo unspecified)
→ 3	2	-22	-8	0	0.0	-1	0	1
COc1ccc(C(C(=O)NC2CCCC2)N(C(=O)c2snc(-c3ccc(F)cc3)c2N)c2ccccc2)cc1 (stereo unspecified)
→ -2	2	12	-1	-6	1.8	2	1	1
COc1ccc(C2(CCN)CC(C)N(C)CC2C)cc1 (stereo unspecified)
→ 1	5	-11	0	-2	-0.8	-2	5	0
C/C(=N\Nc1ncc(Cl)cc1Cl)c1ccccn1
→ -3	-6	-20	8	1	26	-6	x	1
Cc1ccc2c(CSc3nnc(C4CC4)n3N)cc(=O)oc2c1C
→ 7	5	-6	-1	-5	-0.1	-6	0	4
Cc1ccc(-n2ncc(-c3n[nH]c(=S)o3)c2N)cc1C
→ 0	0	7	3	0	-1.1	0	x	1
CC1=CCC2C(=O)N(CCc3c[nH]c4ccccc34)C(=O)C2C1 (stereo unspecified)
→ 4	-1	7	-12	4	-0.1	-2	-6	1
CC1=NOC(=O)/C1=C\c1ccc(-c2ccc(Br)cc2C(=O)O)o1
→ 1	12	-4	-6	-1	3.9	0	4	2
CCCCCCN1CC(C(=O)OCC)C(=O)C1=O (stereo unspecified)
→ 3	9	-29	-6	-3	1.7	-1	2	1
CN(C)S(=O)(=O)c1ccc(NC(=O)CCNC(=O)c2ccc([N+](=O)[O-])cc2)cc1
→ 4	5	22	-12	-5	2.4	0	-2	0
CCCCC(=O)N(C)c1c(CC)nc2c(OCC(=O)C(C)(C)C)cccn12
→ 2	3	x	1	2	x	1	x	1
CC#CC(=O)N1CCC(CO)(CCc2ccccc2)CC1
→ 3	6	-1	5	-2	-0.1	0	6	1
CCOC(=O)N/N=C/c1cn(Cc2ccccc2Cl)c2ccccc12
→ -6	5	-19	1	8	-1.7	1	6	1
CN(c1ccc(OCCOc2ccccc2Cl)cc1)S(=O)(=O)c1ccccc1
→ 7	10	4	0	-8	11	4	4	1
O=C(CSc1ccc(-c2nc3ccccc3[nH]2)cn1)N1CCN(C(=O)c2ccco2)CC1
→ -17	-7	-26	2	3	-1.3	2	-1	19
Cc1cccc(OCCOc2ccc(/C=N/NC(=O)Cc3nnc(N)s3)cc2)c1
→ 1	14	x	1	-5	x	-1	-2	1
CCOC(=O)C1CCCN(S(=O)(=O)c2nc3nc(C)cc(C)n3n2)C1 (stereo unspecified)
→ 2	5	6	-7	-3	-0.9	-2	x	1
CC(OC(=O)C1CCCCC1)C(=O)Nc1ccc(S(N)(=O)=O)cc1 (stereo unspecified)
→ 1	22*	6	-11	-25	-2.0	0	-2	1
COc1ccccc1C(=O)NC(=O)COC(=O)Cc1ccc(F)cc1
→ -1	10	-2	3	-15	1.2	0	0	1
Cc1cc(=O)oc2cc(OCC(=O)NCCN3CCOCC3)c(Cl)cc12
→ 2	-1	-10	7	6	0.4	-2	2	1
CCn1c(=O)cc(SCC(=O)N2CCN(c3ccccc3F)CC2)c2ccccc21
→ -10	3	1	7	2	0.9	4	-4	11
CCOc1ccc(NC(=O)Nc2ccc3c(c2)CCC3)cc1
→ -7	9	13	1	-10	0.7	-4	-1	1
CC(C)(C)OC(=O)NCCCC[C@H](NC(=O)c1nc[nH]c1C(=O)NCC(=O)OCc1ccccc1)C(=O)OC(C)(C)C
→ -11	0	9	2	16	1.4	-1	5	11
N#Cc1c(Nc2ccccc2)sc(C(=O)C2CC2)c1N
→ -1	2	-11	-3	2	-0.7	0	0	1
Clc1cccc(-c2cc3nc4c(c(N5CCOCC5)n3n2)CCCC4)c1
→ -7	-4	-21	9	1	-0.8	0	7	3
Cc1cc(C(=O)O)oc(=O)c1
→ 3	-11	7	4	-11	3.6	0	-1	0
O=C(N/N=C/c1cccc([N+](=O)[O-])c1O)C(O)(c1ccccc1)c1ccccc1
→ 6	-4	-2	2	9	-3.2	-8	2	0

# An excerpt from above in order of length of the SMILES, lowest first.
# The line under a structure holds: CHRM5 PAM	CHRM4 PAM	CRFBP-R2 block	M5 antag	CHRM4 antagonist	CRFBP-R2 agonist	CHRM5 agonist	IDE cell inh	M4 ag
CCOc1ccc(NC(=O)Nc2ccc3c(c2)CCC3)cc1
→ -7	9	13	1	-10	0.7	-4	-1	1
COc1ccccc1C(=O)NC(=O)COC(=O)Cc1ccc(F)cc1
→ -1	10	-2	3	-15	1.2	0	0	1
CN(c1ccc(OCCOc2ccccc2Cl)cc1)S(=O)(=O)c1ccccc1
→ 7	10	4	0	-8	11	4	4	1

# Compounds as they come; any-hit rate near 2.9%.
